# Screening results deposited in PubChem BioAssay by National Center for Advancing Translational Sciences (NCATS).
# GPT2 inh = inhibitors of human GPT2 alanine aminotransferase; Q8TD30; actives 0.25% (n = 100,000); AID 1671188; Potency, µM (doses to about 57.7 µM), for the others: at the top dose activity change, negative = inhibition, actives largely listed as inhibitors; Recombinant GPT2, coupled pyruvate oxidase/HRP Amplex Red fluorescence; further: potency means the concentration at half of the fitted maximal effect; nearly all actives have a fitted effect of over 60% in size; many of its hits are not listed in these tables
# Target sequence (Q8TD30 whole entry, looked up): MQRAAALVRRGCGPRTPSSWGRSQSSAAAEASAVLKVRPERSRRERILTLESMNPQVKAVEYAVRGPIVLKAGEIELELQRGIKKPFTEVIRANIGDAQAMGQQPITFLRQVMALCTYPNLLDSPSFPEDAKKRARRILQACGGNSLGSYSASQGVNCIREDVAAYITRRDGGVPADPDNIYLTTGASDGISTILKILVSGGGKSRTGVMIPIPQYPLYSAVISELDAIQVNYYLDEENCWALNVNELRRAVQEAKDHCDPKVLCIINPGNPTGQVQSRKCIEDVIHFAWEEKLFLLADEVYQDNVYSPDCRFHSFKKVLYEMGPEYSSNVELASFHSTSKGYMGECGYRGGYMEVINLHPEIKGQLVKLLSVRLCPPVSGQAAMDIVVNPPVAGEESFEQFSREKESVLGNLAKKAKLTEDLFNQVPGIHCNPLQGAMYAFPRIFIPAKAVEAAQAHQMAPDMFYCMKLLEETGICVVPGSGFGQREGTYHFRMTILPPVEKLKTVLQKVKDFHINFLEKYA
#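 GPT2 10ng/uL, a-KG 250uM, L-Ala 2mM, HEPES pH7.5 + 0.0001% Tween; 30 min RT. Then Amplex mix (PO/HRP/ThPP), 30 min RT dark, fluorescence. AOA 50uM used as positive control.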
# IP6K1 inhibitor = IP6K1 kinase inhibition; actives 0.81% (n = 140,000); IP6K1 kinase, ADP-Glo luminescence, 2 h; active compounds read low; activity change, % (series mostly up to about 58 µM); Q92551; in the data active means activity change below about -25%
#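 ADP-Glo luminescence measures ADP made by human IP6K1 during a 2 h RT reaction with ATP/IP6 (mix at 1.3 mM/130 uM); top library doses 57.5 and 19.1 uM final.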
# HEK293 viab = cell viability loss counter-screen | HEK-293-SNCA-luc viability, GF-AFC fluorescence, 24 h | Potency, µM (top dose mostly 57.1 µM), without a hit: top-dose activity change, negative = cytotoxicity, hits mostly cytotoxic | actives 0.12% (n = 150,000) | AID 1671193;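 further: potency means the concentration at half of the fitted maximal effect; 0% = DMSO-treated cells and -100% = medium-only wells without cells; nearly all actives have a fitted effect of over 30% in size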
#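 HEK-293-SNCA-luc cells (1500/well) plated 24 h, then exposed 24 h to a dilution series; GF-AFC added 30 min at 37C, fluorescence 405/540 nm; normalised to medium-only and DMSO wells, Hill fit.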
# SNCA expr inhib = inhibitors of alpha-synuclein (SNCA) gene expression | HEK-293 SNCA-luciferase knock-in, luminescence, 24 h | Potency, µM (titrated, usually from 57.2 µM), without a hit: at the top dose activity change, negative = inhibition, actives largely listed as inhibitors | actives 0.17% (n = 140,000);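 further: potency means the concentration at half of the fitted maximal effect; plate controls were DMSO cells for no effect and cell-free wells for full effect; nearly all actives have a fitted effect of over 45% in size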
# FLuc inh = inhibitors of firefly (Photinus pyralis) luciferase | P08659 | purified P. pyralis luciferase, luminescence, biochemical | Potency, µM (doses to about 115 µM), without a hit: at the highest dose activity change, negative = inhibition, hits mostly inhibitors | actives 2.5% (n = 76,000); further: potency means the concentration at half of the fitted maximal effect; nearly all actives have a fitted effect of over 65% in size
# Target sequence (P08659 whole entry, looked up): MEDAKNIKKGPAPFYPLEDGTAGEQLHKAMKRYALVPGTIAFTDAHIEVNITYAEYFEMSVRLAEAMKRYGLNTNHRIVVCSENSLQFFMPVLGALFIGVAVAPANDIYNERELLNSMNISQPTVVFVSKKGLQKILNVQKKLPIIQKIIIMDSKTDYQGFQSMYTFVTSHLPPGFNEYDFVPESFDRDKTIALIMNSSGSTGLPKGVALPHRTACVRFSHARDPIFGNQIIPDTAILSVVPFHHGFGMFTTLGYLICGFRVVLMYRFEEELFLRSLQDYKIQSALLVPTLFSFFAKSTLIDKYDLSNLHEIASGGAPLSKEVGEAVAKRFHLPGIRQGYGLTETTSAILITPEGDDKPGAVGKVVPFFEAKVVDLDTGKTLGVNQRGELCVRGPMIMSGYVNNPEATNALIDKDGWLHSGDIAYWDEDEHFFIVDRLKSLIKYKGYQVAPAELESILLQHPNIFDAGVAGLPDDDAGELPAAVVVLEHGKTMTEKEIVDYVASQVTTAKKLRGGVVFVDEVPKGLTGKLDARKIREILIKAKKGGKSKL
#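 Cell-free enzyme assay, 10nM P. pyralis luciferase, luciferin and ATP each at 10uM. Inhibition profiled over a 6-point titration, read as luminescence.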
# HEK cytotox = HEK 293 cell cytotoxicity; actives 6.6% (n = 94,000); HEK 293 viability, ATP luminescence (CellTiter-Glo), 48-72 h; Potency, µM (titrated, usually from 115 µM), for inactives: top-dose activity change, negative = cytotoxicity, hits mostly inhibitors; AID 1345083; further: potency means the concentration at half of the fitted maximal effect; nearly all actives have a fitted effect of over 60% in size
#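 Cells seeded first (HEK 293, 250 cells/well), then compound added by pintool. Incubation ran 48 or 72 hr at 37 degree Celsius. CellTiter-Glo was added and luminescence imaged after 10 min at room temperature.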
# NIH3T3 tox = NIH 3T3 cell cytotoxicity | NIH 3T3 viability, CellTiter-Glo ATP luminescence, 48-72 h | Potency, µM (series often up to 96.7 µM), without a hit: top-dose activity change, negative = cytotoxicity, most hits filed as inhibitors | actives 4.3% (n = 94,000); further: potency means the concentration at half of the fitted maximal effect; nearly all actives have a fitted effect of over 55% in size
#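 Mouse fibroblast NIH 3T3 cells, 400 per well, received compound via pintool and were incubated for 48 or 72 hr prior to CellTiter-Glo ATP luminescence measurement.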
# * marks the source's active call; other numbers are inactive results; i = inactive; ? = inconclusive; nt = no result given; [ ] = another dose, or the depositor's remark. Unless noted, the call rests on the fitted dose curve; in most records, active means well fitted curve in the direction sought with a large enough effect; inconclusive means small, poorly fitted or top-dose-only effect, or another doubt; inactive means no such curve, though single readings can be large; an effect the other way counts as inactive or inconclusive. Unless noted, on the % scale 0 is the no-effect control and ±100 the full control effect.
SMILES,GPT2 inh,IP6K1 inhibitor,HEK293 viab,SNCA expr inhib,FLuc inh,HEK cytotox,NIH3T3 tox
COc1ccccc1NC(=O)c1c(NC(=O)c2ccco2)sc2c1CCC(C(C)(C)C)C2 (stereo not drawn),nt,-7,-10%,-9%,nt,nt,nt
O=C(c1cccs1)N1CCN(c2nnc3ccccn23)CC1,1%,19,4%,-9%,-2%,-7%,-8%
O=C(C1CCCN1C(=O)c1cccc(Cl)c1)N1CCC(c2nc3ccncc3[nH]2)C1 (stereo not drawn),i,-2,3%,6%,nt,i,4%
CCn1nccc1C(=O)N1CCCC2(C=Cc3ccccc3O2)CC1 (stereo not drawn),-30%,-4,-2%,-9%,8%,?,?
O=C1C(N2CCN(S(=O)(=O)c3ccc(F)cc3F)CC2)CCN1Cc1cccnc1 (stereo not drawn),i,24,3%,-10%,4%,?,?
Cc1cccc(NC(=O)c2sc(-n3nc(C)c(CCC(C)C)c3C)nc2C)c1C,nt,-15,-1%,22%,nt,nt,nt
CCn1ncc(N2CCC(NC(=O)COc3ccc(F)cc3)CC2)cc1=O,-16%,0,-2%,-21%,-10%,?,?
COc1ccccc1NC(=O)Cn1c(=O)n(CCCCCC(=O)NCc2ccccc2)c(=O)c2sccc21,nt,16,2%,-14%,nt,nt,nt
CCOC(=O)C(=O)Nc1nnc2n1CCS2,nt,13,4%,5%,nt,nt,nt
O=C(NC1CCCN(c2cc(-c3ccc(F)cc3)[nH]n2)C1)c1ccccc1F (stereo not drawn),-24%,1,-6%,26%,-25%,?,?
Cc1noc(-c2ccn3c(CNC(=O)c4ccc(Cl)cc4)nnc3c2)n1,2%,-3,-3%,-11%,-2%,-8%,-5%
Cc1cccc(CC(=O)N2CC(C(=O)NCCc3ccncc3)C3(CCOCC3)C2)c1 (stereo not drawn),5%,15,4%,-3%,-4%,-2%,0%
CCn1c(=O)c2cc(C(=O)NCCc3ccc(Cl)cc3)sc2c2ccccc21,nt,7,6%,0%,nt,nt,nt
Cc1c(C(=O)N2CCCC2)oc2c1-c1nn(CC(=O)NC(C)c3ccccc3)cc1CC2 (stereo not drawn),nt,25,3%,-14%,nt,nt,nt
Cc1ncc(-c2ccccc2)[nH]1,1%[192 µM],2,-1%[183 µM],155%[activator][183 µM],nt,-15%[345 µM],-24%[279 µM]
COc1ccccc1N1CCN(CCN(C(=O)c2ccc(I)cc2)c2ccccn2)CC1,2%,nt,?,-9%,nt,nt,nt
CC(C)(C)OCC(O)CN1CCC(=O)N(Cc2ccccc2)Cc2cc3c(cc21)OCO3 (stereo not drawn),nt,6,nt,nt,nt,?,?
CC(C)NC(=O)N1CCN(c2ccc3nnc(C4CC4)n3n2)CC1,nt,6,nt,nt,nt,-21%[172 µM],?
CCC(=O)Nc1cccc(C2OC(=O)N(Cc3ccccc3)C2C(=O)Nc2ccc(F)cc2)c1 (stereo not drawn),i,-1,1%,11%,-9%,?,?
Cc1ccc(C2=Nc3ccccc3N(CC(=O)NCc3ccccc3Cl)C(=O)C2)cc1C,nt,-9,6%,100%[activator],nt,nt,nt
Cc1ccc(NS(=O)(=O)c2ccc3[nH]c4c(c3c2)CCCCCC4)cc1C,nt,5,-17%,?,nt,nt,nt
COc1ccccc1NC(=O)N1CC2CC(C1)[C@H]1CCCC(=O)N1C2 (stereo partly drawn),i,14,10%,6%,-3%,-6%,1%
CCc1ccc(-n2c(=O)c3cccnc3n2CC(=O)N(CC)c2cccc(C)c2)cc1,nt,-14,-7%,?,nt,nt,nt
COc1cccc(-c2cccc(C(=O)N3CCN([S+](=O)([O-])c4ccccc4)CC3)c2)c1,i,8,8%[12.5 µM],-12%,nt,35µM*,?
O=C(c1ccc(Cl)cc1)N1CCCC(c2nn(-c3ccc(F)cc3)c(=O)[nH]2)C1 (stereo not drawn),?,1,-5%,?,-14%,-23%,?

# The list continues.
SMILES,GPT2 inh,IP6K1 inhibitor,HEK293 viab,SNCA expr inhib,FLuc inh,HEK cytotox,NIH3T3 tox
CC1(COc2ccccc2)COc2ccc(C(=O)NCc3cnccn3)cc2N1 (stereo not drawn),-10%[88.5 µM],14,5%[87.6 µM],15%[87.6 µM],0%[172 µM],?,?
COc1ccc(CN2C(=O)[C@@H]3C[C@@H](O)CN3C3(CN(Cc4cccnc4)C3)C2=O)cc1,3%[88.5 µM],-8,0%[87.6 µM],?,-5%[172 µM],i,i
CC(=O)Nc1ccc(NC(=O)c2c(C)oc3ccn(Cc4ccc(F)cc4)c(=O)c23)cc1,-3%,12,-16%,-23%,3%,?,-13%
Cc1nc2cccnc2n1C1CCN(C(=O)Nc2ccc(Cl)cc2)CC1,nt,28,-9%,53%[activator],nt,nt,nt
COc1cc(CN2CCCCC23Cc2ccccc2CNC3=O)cc(OC)c1 (stereo not drawn),?,-1,-15%,-14%,nt,?,?
CCC(C)/C=C(C)/C=C/C1=CC2=CC(=O)C3(C)OC(C)(O)C(C(=O)OC)C3C2=CO1 (stereo not drawn),i,5,7%[23.9 µM],nt,nt,nt,nt
O=C1NCc2ccccc2CC12CCN(Cc1ccc(F)cc1)CC2,0%,-7,-8%,-20%,nt,?,-19%
CC(C)c1ccc(CNC(=O)c2cc3n(n2)CC(c2ccc4c(c2)OCO4)OC3)cc1 (stereo not drawn),-9%,-5,6%,-20%,-9%,40µM*,?
N#Cc1ccc(CN2CCC(c3nc4ccc(F)cc4c(=O)[nH]3)CC2)cc1,i,-3,-3%,0%,nt,-29%,-21%
Cc1cccc(OCC(=O)Nc2ccc(-c3nc4ccccc4o3)cc2)c1C,nt,-15,-1%,37%[activator],nt,nt,nt
Cc1ccc([S+](=O)([O-])NC2CCN(c3ccc4nnc(C)n4n3)CC2)cc1,nt,-13,nt,nt,nt,?,-27%
O=C(c1ccccc1F)N1CCCn2cc(-c3ccccc3F)nc21,i,-1,2%,23%,-13%,?,-12%
O[C@H]1[C@H](NCc2ccc(F)cc2)[C@H]2CO[C@H](O2)[C@@H]1N1CCC(Cc2ccccc2)CC1,-8%[88.5 µM],7,?,-31%[87.6 µM],-10%[172 µM],-9%[172 µM],-7%[138 µM]
Cc1ccc(CNC(=O)CCc2nc3cccnc3n2Cc2ccccc2)cc1,nt,40,-9%,?,nt,nt,nt
CC1=C[C@@H](CN2CCN(CCO)CC2)[C@H](C(C)C)C[C@H]1Cc1nnc(-c2ccc(N(C)C)cc2)o1,1%,3,?,-8%,0%,14µM*,20µM*
COc1c(C)c2c(c(O)c1CC=C(C)CCC(=O)O)C(=O)OC2,1%,nt,-19%,-18%,nt,nt,nt
CN(C)S(=O)(=O)N1CCc2nn(C)c(=O)n2CC1,i,-3,0%,-15%,nt,i,3%
CC1(c2noc(C3CC3)n2)CCN(C(=O)CCc2cc(Cl)no2)CC1,0%,-11,14%,-27%,8%,-18%,?
COc1ccc(S(=O)(=O)Nc2nc(-c3cccc([N+](=O)[O-])c3)cs2)cc1OC,i,-1,14%,nt,nt,nt,nt
Cc1ccc(CN(Cc2ccco2)C(=O)COc2cc(C)c(Cl)c(C)c2)cc1,nt,11,10%,?,nt,nt,nt
O=C(NCCC1CCN(C(=O)Nc2cc(F)ccc2F)CC1)c1cc(F)ccc1F,-9%,-4,-4%,15%,-11%,-8%,-11%
CN(C)CC(=O)N1Cc2ccccc2CC2(CCCN2C)C1 (stereo not drawn),-10%[88.5 µM],-14,-4%[87.6 µM],-10%[87.6 µM],nt,-1%[172 µM],-3%[138 µM]
CCN1CCCC1CN (stereo not drawn),i,20,-1%[23.9 µM],7%[25.6 µM],nt,nt,nt
COc1ccc(-c2cc(N3CCCN(C(=O)c4ccc(C)cc4)CC3)n[nH]2)cc1,-1%,-20,-24%,24%,-10%,?,-22%
CC(=O)Nc1ccc(CN[C@@H]2CO[C@H](CNC(=O)NC(C)C)[C@H]2O)cc1,?,12,9%[87.6 µM],-9%[87.6 µM],13%[172 µM],-11%[172 µM],-8%[138 µM]

# Carrying on:
SMILES,GPT2 inh,IP6K1 inhibitor,HEK293 viab,SNCA expr inhib,FLuc inh,HEK cytotox,NIH3T3 tox
Cc1cccc(-c2noc([C@@H]3Cc4nc[nH]c4CN3C(=O)Nc3cccc(C#N)c3)n2)c1,-4%[88.5 µM],6,?,-59%[87.6 µM],35µM*,89µM*,63µM*
O=c1[nH]c2ccccc2n1C1CCN(c2nccc(-c3cccnc3)n2)CC1,-5%,-3,?,?,13%,14µM*,32µM*
CC(=O)NC1(C)CCN(Cc2cccc(Nc3ccccc3)c2)C1 (stereo not drawn),-19%[88.5 µM],-10,9%[87.6 µM],27%[87.6 µM],3%[172 µM],?,?
CC(C)CCC(=O)N1CCC2(CC1)N(c1ccccc1)C(=O)CS2(=O)=O,i,0,7%,12%,-3%,-7%,1%
CCN1c2cc(C(=O)Nc3ccc(Br)cc3)ccc2C(=O)N2CCCC21 (stereo not drawn),i,10,-1%[12.5 µM],32%[activator],-4%,40%[activator],i
O=C(N[C@@H]1CN(C(=O)c2ccc3ncccc3c2)CC[C@@H]1CO)C1CC1,-12%,3,-7%[12.5 µM],7%,-17%,-13%,-18%
COc1cccc2c1CCN=C2C[C@H]1CN(C(=O)C(C)(C)C)CC[C@H]1CC(=O)O,-3%[88.5 µM],-6,7%[87.6 µM],-17%[87.6 µM],6%[172 µM],-20%[172 µM],-21%[174 µM]
CCOc1ccc(CCNC(=O)Cn2nnc(-c3ccc(C(F)(F)F)cc3)n2)cc1OCC,nt,6,-1%,-4%,nt,nt,nt
C[C@@H](NC(=O)C(=O)c1c[nH]c2ccc([N+](=O)[O-])cc12)c1ccccc1,i,1,-9%,nt,nt,nt,nt
C[N+](C)(C)CC(=O)[O-],-4%,nt,5%,-9%,nt,nt,nt
COCCNC(=O)CCC[C@@H]1[C@H]2CCCN3CCC[C@@H](CN1C)[C@@H]23,-15%,-6,1%,-6%,7%,11%,i
Cc1ccc(C(=O)CSc2nc(C)cc(C)c2C(=O)Nc2cccc(C)c2)cc1,nt,-1,-4%,9%,nt,nt,nt
CCc1noc(-c2cn(C3CCN(C(=O)c4ccc5c(c4)OCO5)CC3)nn2)n1,i,19,5%,-17%,-7%,-11%,-5%
CCC(=O)N1CCc2cc(Br)cc(S(=O)(=O)CCC(=O)NCc3ccc(F)cc3)c21,nt,-12,-1%,-5%,nt,nt,nt

# Reformatted tab-delimited: entries from further up
Molecule	GPT2 inh	IP6K1 inhibitor	HEK293 viab	SNCA expr inhib	FLuc inh	HEK cytotox	NIH3T3 tox
C[C@@H](NC(=O)C(=O)c1c[nH]c2ccc([N+](=O)[O-])cc12)c1ccccc1	i	1	-9%	nt	nt	nt	nt
C[N+](C)(C)CC(=O)[O-]	-4%	nt	5%	-9%	nt	nt	nt
COCCNC(=O)CCC[C@@H]1[C@H]2CCCN3CCC[C@@H](CN1C)[C@@H]23	-15%	-6	1%	-6%	7%	11%	i

# Not all compounds are listed; rates above refer to the full screens.
